M5 antag – human M5 muscarinic receptor antagonists, primary screen, CHO cells, Fluo-8 calcium fluorescence; CHO-hM5 cells, ACh EC80; inhibition, % at 3 µM; 360,000 compounds, 0.59% hits;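 active = inhibition above a per-plate cutoff, the mean of that plate's test compounds plus 3 SD, cut at about 27% in these data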;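 note: 0% = acetylcholine EC80 with DMSO and 100% = DMSO without agonist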
Target sequence (P08912 whole entry, looked up): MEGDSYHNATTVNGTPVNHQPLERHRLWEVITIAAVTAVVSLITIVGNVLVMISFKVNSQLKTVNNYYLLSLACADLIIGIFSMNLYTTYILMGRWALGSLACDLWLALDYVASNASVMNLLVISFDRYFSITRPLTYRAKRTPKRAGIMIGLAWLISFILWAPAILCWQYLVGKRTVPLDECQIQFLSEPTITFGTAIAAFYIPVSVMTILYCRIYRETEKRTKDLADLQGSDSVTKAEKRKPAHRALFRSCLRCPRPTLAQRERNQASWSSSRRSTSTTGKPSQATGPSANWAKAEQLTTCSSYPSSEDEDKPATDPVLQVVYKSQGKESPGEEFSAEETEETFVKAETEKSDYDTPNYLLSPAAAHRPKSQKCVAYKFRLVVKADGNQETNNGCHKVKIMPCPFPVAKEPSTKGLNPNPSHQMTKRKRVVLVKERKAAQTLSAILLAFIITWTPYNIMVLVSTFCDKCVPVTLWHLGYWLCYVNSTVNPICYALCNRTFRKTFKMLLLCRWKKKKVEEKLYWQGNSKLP
M1 PAM parental – nonselective calcium activators in parental CHO-K1 cells, primary screen, counter-screen for M1 PAM project, cell-based, Fluo-8 calcium fluorescence, full deck, 1536-well | ATP EC20; 0% at ATP EC20, 100% at ATP max | activation, % at 3 µM | 360,000 compounds, 0.02% hits | AID 602247, 2012;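 active = activation above the run cutoff, the mean activation of all test compounds plus 3 SD, cut at about 40% in these data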;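 note: peak over basal fluorescence ratio in a 140 s read after ATP addition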
TAAR1 ag – human TAAR1 agonists, primary screen, Fluo-8 calcium fluorescence, CHO RD-HGA16 cells; vehicle wells 0%, saturating PEA agonist 100%; Trace amine-associated receptor 1 (Homo sapiens), Q96RJ0; 360,000 compounds, 0.99% hits; activation, % at 3 µM;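 active = activation above the mean activation of all test compounds in the run plus 3 SD, cut at about 38% in these data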
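Assay system: CHO-derived RD-HGA16 cells with stable Gα16 and human TAAR1; timing: 17-24 h seeding, 75 min 37 °C dye, 30 min RT; read-out: % activation from peak over basal fluorescence ratio, DMSO-to-PEA scaled; measured by: kinetic Fluo-8 calcium fluorescence; benchmarks: low control DMSO, high control PEA (EC100); doses: 3 µM single concentration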
M5 PAM – human M5 muscarinic receptor positive allosteric modulators, primary screen, CHO-K1 cells, Fluo-8 calcium fluorescence. Muscarinic acetylcholine receptor M5 (Homo sapiens), P08912. CHO-K1 hM5, ACh EC20 PAM; 0% = ACh EC20, 100% = ACh EC100. activation, % at 3 µM. 360,000 compounds, 0.3% hits. AID 624038, 2012;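 active = activation above the run cutoff, the mean activation of all test compounds plus 3 SD, cut at about 18% in these data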
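system = human M5 receptor in CHO-K1 cells | reagent = EC20 acetylcholine as agonist stimulus | compound dosing = single-point, 3 µM nominal | incubation = Fluo-8 loading 80 min at 37 °C plus 30 min room temperature | detection = Fluo-8 calcium dye fluorescence, kinetic read | benchmarks = low control EC20 acetylcholine (0%), high control EC100 acetylcholine (100%)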
CHRM4 PAM – human M4 muscarinic receptor positive allosteric modulators, primary screen, CHO-K1 cells, Fluo-8 calcium fluorescence; activation, % at 3 µM; 360,000 compounds, 0.4% hits; AID 624126, 2012; CHO-K1 hM4/Gqi5, ACh EC20; 0% = ACh EC20, 100% = maximal ACh;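 active = activation above its plate's cutoff, the mean activation of sample wells plus 3 SD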; note: some results filed as inactive read as strong as hits
Target sequence (P08173 whole entry, looked up): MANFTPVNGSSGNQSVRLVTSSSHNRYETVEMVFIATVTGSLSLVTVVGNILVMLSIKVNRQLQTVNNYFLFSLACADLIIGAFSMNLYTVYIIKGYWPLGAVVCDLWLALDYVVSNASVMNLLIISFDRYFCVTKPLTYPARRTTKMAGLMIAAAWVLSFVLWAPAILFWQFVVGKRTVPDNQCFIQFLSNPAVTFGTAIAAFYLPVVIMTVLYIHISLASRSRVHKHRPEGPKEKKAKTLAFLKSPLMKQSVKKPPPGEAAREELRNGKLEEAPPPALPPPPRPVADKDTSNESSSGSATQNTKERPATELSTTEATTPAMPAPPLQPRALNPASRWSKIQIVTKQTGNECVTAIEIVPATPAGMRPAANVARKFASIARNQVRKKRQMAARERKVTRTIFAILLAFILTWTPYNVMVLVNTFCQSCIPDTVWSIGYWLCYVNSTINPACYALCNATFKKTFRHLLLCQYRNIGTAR
TAAR1 antag – human TAAR1 antagonists, primary screen, Fluo-8 calcium fluorescence, CHO RD-HGA16 cells; antagonist; 360,000 compounds, 1.5% hits; inhibition, % at 3 µM; Trace amine-associated receptor 1 (Homo sapiens), Q96RJ0;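 active = inhibition above a per-plate cutoff, the mean inhibition of test compounds on that plate plus 3 SD, cut at about 49% in these data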;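 note: 0% = DMSO plus EC80 beta-PEA response and 100% = DMSO alone without agonist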
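System: CHO RD-HGA16 cells bearing hTAAR1. Reagent: EC80 β-phenethylamine stimulus. Schedule: seeding 17-24 h prior, 75-min 37 °C, 30-min RT dye loading. Signal: Fluo-8 intracellular calcium dye fluorescence, real-time kinetic reads. Read-out: % inhibition from peak post-agonist over basal fluorescence ratio. Benchmarks: vehicle wells and EC80 agonist wells. Replicates: n of 1.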
CRFR2-BP antag – antagonists of CRF-BP/CRF-R2 complex, primary screen, cell-based, HEK293, calcium dye fluorescence, uHTS; inhibition, % at 11.8 µM; CRF-induced calcium fluorescence; AID 588475, 2011; 350,000 compounds, 0.59% hits;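 active = inhibition of the ligand-induced calcium signal above about 50% at the single tested concentration, limit read from the data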
CHRM5 agonist – human M5 muscarinic receptor agonists, primary screen, CHO-K1 cells, Fluo-8 calcium fluorescence; CHO-K1 hM5 cells; 0% DMSO wells, 100% maximal acetylcholine response; Muscarinic acetylcholine receptor M5 (Homo sapiens), P08912; 360,000 compounds, 0.19% hits; activation, % at 3 µM;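 active = activation above the run's mean over test compounds plus 3 SD, cut at about 23% in these data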;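 note: signal is peak over basal fluorescence ratio across the kinetic read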
CRFBP-R2 agonist – agonists of CRF-BP/CRF-R2 complex, primary screen, cell-based, HEK293, calcium dye fluorescence, uHTS; AID 588473, 2011; activation, % at 13.2 µM; 350,000 compounds, 0.46% hits; CRF-binding protein / CRF receptor 2 complex (human); calcium dye fluorescence (FLIPR); percent of saturating CRF peptide response;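 active = activation of at least 50%, plus an integration ratio under a set limit after plate pattern correction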;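 note: plate controls were neutral control wells without compound for no effect and CRF at EC100 for full effect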
Numbers without * were called inactive.

How did COc1cc(CC(=O)Nc2ccc3c(c2)CCC3)cc(OC)c1OC do in these assays?
M5 antag: 6; M1 PAM parental: 13; TAAR1 ag: 4; M5 PAM: -7; CHRM4 PAM: 4; TAAR1 antag: -4; CRFR2-BP antag: 23; CHRM5 agonist: -1; CRFBP-R2 agonist: -4.0

What do the screens show for `CCOC(=O)c1ccc(N/C=C/C(=O)c2ccccc2)cc1`?
M5 antag: -2; M1 PAM parental: -10; TAAR1 ag: 1; M5 PAM: -6; CHRM4 PAM: 0; TAAR1 antag: -8; CRFR2-BP antag: -3; CHRM5 agonist: -4; CRFBP-R2 agonist: -0.5

Results for COc1ccc(N2CCN(c3nc(NCCc4ccc(OC)c(OC)c4)nc(OC)n3)CC2)cc1 ?
M5 antag: 8; M1 PAM parental: 0; TAAR1 ag: 12; M5 PAM: -10; CHRM4 PAM: 1; TAAR1 antag: 47; CRFR2-BP antag: 34; CHRM5 agonist: 4; CRFBP-R2 agonist: -1.2

Results for Cc1cc(Cl)ccc1Oc1ncc(CN2CCN(c3ccccc3)CC2)s1 ?
M5 antag: -10; M1 PAM parental: 13; TAAR1 ag: 0; M5 PAM: -1; CHRM4 PAM: -6; TAAR1 antag: 4; CRFR2-BP antag: 15; CHRM5 agonist: -3; CRFBP-R2 agonist: 0.4

How did CCCOc1ccc(C(C(=O)OCCN(CC)CC)c2ccccc2)cc1 (stereo unspecified) do in these assays?
M5 antag: 55*; M1 PAM parental: 13; TAAR1 ag: 12; M5 PAM: -15; CHRM4 PAM: -14; TAAR1 antag: -3; CRFR2-BP antag: 16; CHRM5 agonist: -10; CRFBP-R2 agonist: 2.0

Results for O=C(NNC(=O)c1ccccc1Cl)c1cccs1 ?
M5 antag: -10; M1 PAM parental: 15; TAAR1 ag: 2; M5 PAM: 6; CHRM4 PAM: 16; TAAR1 antag: 8; CRFR2-BP antag: -1; CHRM5 agonist: -1; CRFBP-R2 agonist: 1.0

Results for O=C1C=C(O)CC(c2ccc(Cl)c(Cl)c2)C1 (stereo unspecified) ?
M5 antag: -2; M1 PAM parental: 12; TAAR1 ag: 1; M5 PAM: 1; CHRM4 PAM: 6; TAAR1 antag: 1; CRFR2-BP antag: 3; CHRM5 agonist: 1; CRFBP-R2 agonist: 1.2

What do the screens show for `COc1cccc(CNC(=O)CCC2CCCN(C(=O)c3cc(C)[nH]n3)C2)c1` (stereo unspecified)?
M5 antag: 33*; M1 PAM parental: 15; TAAR1 ag: 5; M5 PAM: -11; CHRM4 PAM: -3; TAAR1 antag: -10; CRFR2-BP antag: 5; CHRM5 agonist: -6; CRFBP-R2 agonist: -1.2

Results for COc1ccc(CC(=O)NCCS(=O)(=O)N2CCN(c3ccc(F)cc3)CC2)cc1OC ?
M5 antag: 7; M1 PAM parental: 5; TAAR1 ag: 2; M5 PAM: -10; CHRM4 PAM: -4; TAAR1 antag: -17; CRFR2-BP antag: -5; CHRM5 agonist: 3; CRFBP-R2 agonist: -0.8

Results for COc1ccccc1NC(=S)N(CCCN1CCOCC1)Cc1cccs1 ?
M5 antag: 2; M1 PAM parental: 12; TAAR1 ag: 3; M5 PAM: 4; CHRM4 PAM: -4; TAAR1 antag: -20; CRFR2-BP antag: -6; CHRM5 agonist: -9; CRFBP-R2 agonist: -5.3

How did COc1ccc(OCCC(=O)OCC(=O)Nc2ccc(Br)cc2)cc1 do in these assays?
M5 antag: 1; M1 PAM parental: 12; TAAR1 ag: 9; M5 PAM: 0; CHRM4 PAM: 3; TAAR1 antag: -25; CRFR2-BP antag: 2; CHRM5 agonist: -2; CRFBP-R2 agonist: 0.8

What do the screens show for `CN(C)c1nc(C#N)nc(N(C)C)n1`?
M5 antag: 7; M1 PAM parental: 6; TAAR1 ag: 0; M5 PAM: 4; CHRM4 PAM: -3; TAAR1 antag: -4; CRFR2-BP antag: -20; CHRM5 agonist: -1; CRFBP-R2 agonist: -0.7

How did COc1ccc(NC(=S)N2CCCN(Cc3cccc(Cl)c3)C2)cc1 do in these assays?
M5 antag: 4; M1 PAM parental: -6; TAAR1 ag: 0; M5 PAM: -3; CHRM4 PAM: -5; TAAR1 antag: 14; CRFR2-BP antag: 2; CHRM5 agonist: -11; CRFBP-R2 agonist: -2.7

What do the screens show for `Cc1noc(C)c1S(=O)(=O)NCc1cccc(Cl)c1`?
M5 antag: 5; M1 PAM parental: -25; TAAR1 ag: 8; M5 PAM: -7; CHRM4 PAM: 1; TAAR1 antag: -14; CRFR2-BP antag: -6; CHRM5 agonist: -12; CRFBP-R2 agonist: 0.6

What do the screens show for `COC(=O)c1ccc(C(=O)OC)c(NC(=O)C2CC(=O)N(C3CCCC3)C2)c1` (stereo unspecified)?
M5 antag: 4; M1 PAM parental: 10; TAAR1 ag: 2; M5 PAM: 2; CHRM4 PAM: 6; TAAR1 antag: 8; CRFR2-BP antag: -1; CHRM5 agonist: 6; CRFBP-R2 agonist: -0.1

How did N=C(N)SCC1=CCS(=O)(=O)C1 do in these assays?
M5 antag: 31*; M1 PAM parental: 6; TAAR1 ag: 0; M5 PAM: -20; CHRM4 PAM: -9; TAAR1 antag: -5; CRFR2-BP antag: 1; CHRM5 agonist: -2; CRFBP-R2 agonist: -4.1

What do the screens show for `COc1ccc(-c2nnnn2C(C)C)cc1S(=O)(=O)Nc1ccccc1`?
M5 antag: 3; M1 PAM parental: -5; TAAR1 ag: 1; M5 PAM: 6; CHRM4 PAM: 10; TAAR1 antag: -19; CRFR2-BP antag: 6; CHRM5 agonist: 0; CRFBP-R2 agonist: 0.2

What do the screens show for `C[C@@H](c1ccccc1)N1C[C@@H](COCc2ccccc2)Oc2cc(N3CC[C@@H](O)C3)ccc2S1(=O)=O`?
M5 antag: 6; M1 PAM parental: 22; TAAR1 ag: -1; M5 PAM: -4; CHRM4 PAM: 3; TAAR1 antag: -4; CHRM5 agonist: 3

Results for Cc1cc(C(F)F)n2nc(C(=O)O)nc2n1 ?
M5 antag: -2; M1 PAM parental: 5; TAAR1 ag: 5; M5 PAM: -1; CHRM4 PAM: -3; TAAR1 antag: 3; CRFR2-BP antag: 0; CHRM5 agonist: 1; CRFBP-R2 agonist: 0.4

What do the screens show for `COc1ccc(NC(=O)C(=O)c2cn(CC(=O)N3CCCC3)c3ccccc23)c(OC)c1`?
M5 antag: -7; M1 PAM parental: 13; TAAR1 ag: 2; M5 PAM: 3; CHRM4 PAM: 5; TAAR1 antag: -12; CRFR2-BP antag: 14; CHRM5 agonist: -4; CRFBP-R2 agonist: -1.8

What do the screens show for `C=CCNc1ncnc2c1ncn2[C@H]1CN(Cc2cccc3ccccc23)C[C@@H](CO)O1`?
M5 antag: 18; M1 PAM parental: 24; TAAR1 ag: 8; M5 PAM: 0; CHRM4 PAM: 3; TAAR1 antag: 19; CHRM5 agonist: 2

Results for COc1ccc(C(C)(C)C)cc1NC(=O)COC(=O)c1cnc(C)cn1 ?
M5 antag: -6; M1 PAM parental: 15; TAAR1 ag: -1; M5 PAM: 8; CHRM4 PAM: 8; TAAR1 antag: -24; CRFR2-BP antag: -10; CHRM5 agonist: 2; CRFBP-R2 agonist: -0.7

How did O=C(CC(=O)N/N=C/c1c(F)cccc1Cl)NCc1ccccc1 do in these assays?
TAAR1 ag: 0; TAAR1 antag: 17; CRFR2-BP antag: -4; CRFBP-R2 agonist: -0.3

What do the screens show for `COc1ccc(CC(=O)Nc2ccccc2C(=O)N2CCCC2)cc1`?
M5 antag: 11; M1 PAM parental: -14; TAAR1 ag: 0; M5 PAM: -3; CHRM4 PAM: -4; TAAR1 antag: -3; CRFR2-BP antag: -6; CHRM5 agonist: 0; CRFBP-R2 agonist: 0.1

Results for O=C(Nc1ccc(Cl)c(S(=O)(=O)N2CCOCC2)c1)c1cc(-c2ccccn2)nc2ccccc12 ?
M5 antag: 18; M1 PAM parental: 6; TAAR1 ag: 25; M5 PAM: -9; CHRM4 PAM: -14; TAAR1 antag: 63*; CRFR2-BP antag: 1; CHRM5 agonist: 7; CRFBP-R2 agonist: -0.9

What do the screens show for `CC(C)CNC(=O)CCc1c[nH]c2ccccc12`?
M5 antag: 3; M1 PAM parental: 8; TAAR1 ag: 11; M5 PAM: -1; CHRM4 PAM: -2; TAAR1 antag: -7; CRFR2-BP antag: 15; CHRM5 agonist: -2; CRFBP-R2 agonist: -2.9

What do the screens show for `Nc1nc(-c2ccc(-c3ccccc3)cc2)cs1`?
M5 antag: -3; M1 PAM parental: 17; TAAR1 ag: 6; M5 PAM: 7; CHRM4 PAM: -4; TAAR1 antag: 1; CRFR2-BP antag: -45; CHRM5 agonist: -3; CRFBP-R2 agonist: 1.8

How did CCN(CC(=O)Nc1ccc(OC)cc1)C(=O)c1cc(-c2cccs2)nn1-c1ccccc1 do in these assays?
M5 antag: 16; M1 PAM parental: -22; TAAR1 ag: 10; M5 PAM: -21; CHRM4 PAM: -8; TAAR1 antag: 62*; CRFR2-BP antag: -3; CHRM5 agonist: 2; CRFBP-R2 agonist: 0.6

How did COc1ccc(C(=O)CSc2nnc(CNC(=O)c3ccco3)n2C)cc1OC do in these assays?
M5 antag: 0; M1 PAM parental: 2; TAAR1 ag: 0; M5 PAM: 1; CHRM4 PAM: -2; TAAR1 antag: 7; CRFR2-BP antag: -1; CHRM5 agonist: -2; CRFBP-R2 agonist: 0.8

How did CC(C)Cc1cc(C(=O)N2CCCC(C(=O)c3cc(F)ccc3F)C2)no1 (stereo unspecified) do in these assays?
M5 antag: -9; M1 PAM parental: 20; TAAR1 ag: 0; M5 PAM: 4; CHRM4 PAM: 6; TAAR1 antag: -11; CRFR2-BP antag: 0; CHRM5 agonist: 0; CRFBP-R2 agonist: -1.2

Looked up one by one from the list above:
How did CC(C)Cc1cc(C(=O)N2CCCC(C(=O)c3cc(F)ccc3F)C2)no1 (stereo unspecified) do in these assays?
M5 antag: -9; M1 PAM parental: 20; TAAR1 ag: 0; M5 PAM: 4; CHRM4 PAM: 6; TAAR1 antag: -11; CRFR2-BP antag: 0; CHRM5 agonist: 0; CRFBP-R2 agonist: -1.2

What do the screens show for `CC(C)CNC(=O)CCc1c[nH]c2ccccc12`?
M5 antag: 3; M1 PAM parental: 8; TAAR1 ag: 11; M5 PAM: -1; CHRM4 PAM: -2; TAAR1 antag: -7; CRFR2-BP antag: 15; CHRM5 agonist: -2; CRFBP-R2 agonist: -2.9
